NIH3T3 tox = cytotoxic compounds in NIH 3T3 cells; 94,000 compounds, 4.3% hits; NIH 3T3 viability, CellTiter-Glo ATP luminescence, 48-72 h; Potency, µM (series often up to 96.7 µM), for the others: at the highest dose activity change, negative = cytotoxicity, usual class: inhibitors; further: potency means the concentration at half of the fitted maximal effect; nearly all actives have a fitted effect of over 55% in size
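Cytotoxicity is measured as loss of cellular ATP: NIH 3T3 cells (400/well) are exposed to compound for 48 or 72 hr at 37 °C, then CellTiter-Glo luminescence is imaged after 10 min at room temperature.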
IP6K1 inhibitor = blocks human inositol hexakisphosphate kinase 1. Q92551. IP6K1 kinase, ADP-Glo luminescence, 2 h; stronger effect = lower value. activity change, % (series mostly up to about 58 µM). 140,000 compounds, 0.81% hits. AID 1645851; in the data active means activity change below about -25%
Target sequence (Q92551 whole entry, looked up): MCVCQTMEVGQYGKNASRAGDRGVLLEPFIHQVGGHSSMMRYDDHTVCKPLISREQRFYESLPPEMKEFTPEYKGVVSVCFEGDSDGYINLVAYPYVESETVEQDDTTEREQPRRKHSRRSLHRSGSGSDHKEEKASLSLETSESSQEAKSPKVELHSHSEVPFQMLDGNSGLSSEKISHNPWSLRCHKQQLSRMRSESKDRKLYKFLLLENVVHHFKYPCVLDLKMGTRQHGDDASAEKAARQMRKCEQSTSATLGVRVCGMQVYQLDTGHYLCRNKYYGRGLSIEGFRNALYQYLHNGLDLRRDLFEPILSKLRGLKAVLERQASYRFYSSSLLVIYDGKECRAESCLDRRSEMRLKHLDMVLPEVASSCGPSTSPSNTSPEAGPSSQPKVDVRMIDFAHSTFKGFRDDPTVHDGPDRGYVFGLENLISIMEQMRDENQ
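ADP-Glo luminescence measures ADP made by human IP6K1 during a 2 h RT reaction with ATP/IP6 (mix at 1.3 mM/130 uM); top library doses 57.5 and 19.1 uM final.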
GPT2 inhibitor = inhibitors of human GPT2 alanine aminotransferase; Q8TD30; Recombinant GPT2, coupled pyruvate oxidase/HRP Amplex Red fluorescence; Potency, µM (series often up to 57.7 µM), inactives show top-dose activity change, negative = inhibition, most hits filed as inhibitors; 100,000 compounds, 0.25% hits; further: potency means the concentration at half of the fitted maximal effect; nearly all actives have a fitted effect of over 60% in size; many of its hits are not listed in these tables
Target sequence (Q8TD30 whole entry, looked up): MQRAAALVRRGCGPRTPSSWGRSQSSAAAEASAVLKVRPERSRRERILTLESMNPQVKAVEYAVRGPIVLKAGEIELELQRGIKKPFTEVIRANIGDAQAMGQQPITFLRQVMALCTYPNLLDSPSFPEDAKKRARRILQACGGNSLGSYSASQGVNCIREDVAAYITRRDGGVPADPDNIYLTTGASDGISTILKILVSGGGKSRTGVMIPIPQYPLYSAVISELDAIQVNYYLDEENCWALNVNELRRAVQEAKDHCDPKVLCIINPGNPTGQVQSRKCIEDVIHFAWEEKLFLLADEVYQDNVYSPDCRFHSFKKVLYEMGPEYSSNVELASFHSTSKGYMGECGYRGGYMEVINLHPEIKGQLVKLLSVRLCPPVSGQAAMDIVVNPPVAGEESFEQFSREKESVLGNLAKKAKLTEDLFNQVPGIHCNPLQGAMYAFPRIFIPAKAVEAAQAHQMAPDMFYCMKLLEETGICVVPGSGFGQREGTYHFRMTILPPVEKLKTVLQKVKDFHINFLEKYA
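Fluorescence of coupled pyruvate oxidase/HRP/Amplex Red system (50uM Amplex, 30 min, dark) reports pyruvate formed by GPT2. Enzyme reaction: 10ng/uL GPT2, 2mM L-alanine, 250uM a-KG, 30 min room temperature, pH 7.5; 50uM AOA control.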
FLuc inh = blocks purified firefly luciferase enzyme activity. purified P. pyralis luciferase, luminescence, biochemical. P08659. 76,000 compounds, 2.5% hits. Potency, µM (highest dose often 115 µM), without a hit: at the top dose activity change, negative = inhibition, usual class: inhibitors; further: potency means the concentration at half of the fitted maximal effect; nearly all actives have a fitted effect of over 65% in size
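Inhibitors were tested against purified firefly luciferase in a biochemical, low-substrate format (both substrates at 10uM) and luminescence measured with a CCD imager.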
SNCA expr inhib = inhibitors of alpha-synuclein (SNCA) gene expression; HEK-293 SNCA-luciferase knock-in, luminescence, 24 h; Potency, µM (top dose mostly 57.2 µM), inactives show top-dose activity change, negative = inhibition, usual class: inhibitors; 140,000 compounds, 0.17% hits; AID 1671194;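 further: potency means the concentration at half of the fitted maximal effect; plate controls were DMSO cells for no effect and cell-free wells for full effect; nearly all actives have a fitted effect of over 45% in size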
HEK293 tox = HEK 293 cell cytotoxicity; 94,000 compounds, 6.6% hits; HEK 293 viability, ATP luminescence (CellTiter-Glo), 48-72 h; AID 1345083; Potency, µM (titrated, usually from 115 µM), for the others: at the highest dose activity change, negative = cytotoxicity, most hits filed as inhibitors; further: potency means the concentration at half of the fitted maximal effect; nearly all actives have a fitted effect of over 60% in size
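CellTiter-Glo luminescence (cellular ATP) was read after 48 or 72 hr of compound exposure at 37 degree Celsius. Cells were HEK 293 plated at 250 cells/well.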
SNCA viab count = reduces viability of HEK-293 SNCA reporter cells; HEK-293-SNCA-luc viability, GF-AFC fluorescence, 24 h; Potency, µM (titrated, usually from 57.1 µM), for the others: at the highest dose activity change, negative = cytotoxicity, most hits filed as cytotoxic; 150,000 compounds, 0.12% hits;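 further: potency means the concentration at half of the fitted maximal effect; 0% = DMSO-treated cells and -100% = medium-only wells without cells; nearly all actives have a fitted effect of over 30% in size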
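HEK-293-SNCA-luc cells (1500/well) plated 24 h, then exposed 24 h to a dilution series; GF-AFC added 30 min at 37C, fluorescence 405/540 nm; normalised to medium-only and DMSO wells, Hill fit.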
Numbers without * were called inactive; i = inactive; ? = inconclusive; · = no result given; & = joins results of further samples; [ ] = dose if it differs, or a comment. Unless noted, the call rests on the fitted dose curve; in most records, active means well fitted curve in the direction sought with a large enough effect; inconclusive means small, poorly fitted or top-dose-only effect, or another doubt; inactive means no such curve, though single readings can be large; an effect the other way counts as inactive or inconclusive. Unless noted, on the % scale 0 is the no-effect control and ±100 the full control effect.

nr	Compound	NIH3T3 tox	IP6K1 inhibitor	GPT2 inhibitor	FLuc inh	SNCA expr inhib	HEK293 tox	SNCA viab count
1	Cc1nc(N2CCCCC2)ncc1C(=O)NC1CCOC2(CCOCC2)C1 (stereo not drawn)	-3%	-8	i	10%	7%	?	7%
2	Cc1cnc(C(=O)N[C@@H]2CCC[C@@H]2C(=O)NCc2ccccc2C)cn1	3%	7	i	1%	-1%	i	-13%
3	Cc1ccc([S+](=O)([O-])NC2CCN(C(=O)c3ccc(-c4cccs4)cc3)CC2)cc1	?	22	-19%	·	?	?	0%[12.5 µM]
4	Cc1noc(C)c1CN1CC2(CCN(C(=O)c3cccc(F)c3)CC2)CC1=O	-11%	-6	i[11.5 µM]	1%	-9%	-15%	-16%
5	COc1ccccc1-c1c(C)nn2c(N3CCN(c4ccc(Cl)cc4)CC3)cc(C)nc12	·	-19	·	·	-20%	·	0%
6	CC(C)C[C@H](CC(=O)O)C(=O)N[C@@H](Cc1c[nH]c2ccccc12)C(=O)N[C@@H](C)c1ccccc1	·	·	-17%	·	-13%	·	?
7	CN(C)C(=O)c1ccc(-c2cc(NC3CCCC3)nc3[nH]ccc23)o1	?	1	-25%	?	15%	45µM*	0%
8	CCc1cccc2c(C(CC(=O)NCCc3ccc(OC)c(OC)c3)c3ccccc3OC)c[nH]c12 (stereo not drawn)	?	20	-10%	-25%	?	35µM*	-3%
9	COc1ccccc1C(O)c1nc(Nc2ccc(Cl)cc2F)n[nH]1 (stereo not drawn)	-29%[138 µM]	-2	-7%[88.5 µM]	-9%[172 µM]	-12%[87.6 µM]	?	1%[87.6 µM]
10	O=C1NCCCc2[nH]c(-c3csc(-c4ccccc4)n3)nc21	?	3	-12%	25µM*	60%[activator]	?	-8%
11	CNCCN1C(=O)CC[C@H]2CN(C(=O)c3ccc(Cl)cn3)CC[C@H]21	-6%	6	i	-6%	-2%	1%	9%
12	COc1ccc(C(=O)Nc2ccc(-c3nc4ccccc4s3)c(Cl)c2)cc1Cl	·	-19	·	·	42%[activator]	·	23%
13	CCN(CC)CCOc1ccc(/C(=C(\Cl)c2ccccc2)c2ccccc2)cc1	·	-1&-10	-40%	·	60%[25.6 µM]	·	-10%
14	CCc1ccc(C2c3c(-c4ccccc4)n[nH]c3C(=O)N2c2ccc(C(=O)O)cc2)cc1 (stereo not drawn)	·	1	·	·	?	·	-23%
15	CN(C)c1ccc(NC(=O)Cn2cccc2-c2nc(-c3ccccc3)no2)cc1	i	11	?	-2%	25%	?	0%
16	COc1ccc(OC)c(NC(=O)c2c(NCc3cccs3)sc3c2CCCC3)c1	·	-3	·	·	-26%	·	-7%
17	CCN1C(=O)C2CC3(CCN(C(=O)CC(C)C)CC3)CN2C1=O (stereo not drawn)	2%	-2	-7%	-10%	-5%	i	4%
18	CC(C)NC(=O)C1CCc2nnc(C3CCN(C(=O)c4ccc(Cl)cc4Cl)CC3)n21 (stereo not drawn)	-1%	-9	i	·	1%	i	1%
19	COc1ccc2ccc(OCc3nc(C(=O)N4CCNC(=O)C4C)co3)cc2c1 (stereo not drawn)	?	4	?	6%	?	?	-13%
20	CN(CCC1(O)CCCC1)C(=O)C1CCC(=O)N(Cc2ccccc2F)C1 (stereo not drawn)	-6%	8	i	1%	-23%	1%	-15%
21	CCNC(=O)N[C@H]1[C@H](O)[C@@H](Sc2ccccc2)[C@@H]2OC[C@H]1O2	-7%[174 µM]	11	-3%[88.5 µM]	12%[172 µM]	-2%[87.6 µM]	-14%[172 µM]	6%[87.6 µM]
22	COc1ccc(-c2cn3c(n2)sc2cc(C(=O)NCc4ccccc4OC)ccc23)cc1	·	-6	·	·	102%[activator]	·	12%
23	O=C(Cc1ccc(F)cc1)N1CCc2nc(C3CC3)nc(-c3ccc(O)cc3)c2CC1	-28%	22	-11%	·	-19%	?	-19%
24	CN(Cc1cccc(OC(F)(F)F)c1)Cc1cccc(C(F)(F)F)c1	-3%	8	i	·	-12%	i	8%
25	CN1C(=O)c2cncnc2OCC1CNC(=O)Cc1cccc(Cl)c1 (stereo not drawn)	?	-5	3%[88.5 µM]	-21%[172 µM]	-10%[87.6 µM]	-23%[172 µM]	-5%[87.6 µM]

One compound at a time, from the list above. Screens in order: NIH3T3 tox, IP6K1 inhibitor, GPT2 inhibitor, FLuc inh, SNCA expr inhib, HEK293 tox, SNCA viab count
`CN(Cc1cccc(OC(F)(F)F)c1)Cc1cccc(C(F)(F)F)c1` as listed: -3%, 8, i, ·, -12%, i, 8%
`COc1ccc2ccc(OCc3nc(C(=O)N4CCNC(=O)C4C)co3)cc2c1` (stereo not drawn) as listed: ?, 4, ?, 6%, ?, ?, -13%
`COc1ccccc1-c1c(C)nn2c(N3CCN(c4ccc(Cl)cc4)CC3)cc(C)nc12` as listed: ·, -19, ·, ·, -20%, ·, 0%
`CN(C)c1ccc(NC(=O)Cn2cccc2-c2nc(-c3ccccc3)no2)cc1` as listed: i, 11, ?, -2%, 25%, ?, 0%
`COc1ccc(-c2cn3c(n2)sc2cc(C(=O)NCc4ccccc4OC)ccc23)cc1` as listed: ·, -6, ·, ·, 102%[activator], ·, 12%

Next part.
nr	Compound	NIH3T3 tox	IP6K1 inhibitor	GPT2 inhibitor	FLuc inh	SNCA expr inhib	HEK293 tox	SNCA viab count
26	COc1ccc(-c2nnc3n2CCN(C(=O)Nc2ccccc2)C3)cc1	-24%	-4	-3%	-8%	17%	-3%	-21%
27	CCN(CC)c1ccc2cc(-c3nc(-c4ccc(Cl)cc4Cl)cs3)c(=O)oc2c1	·	-13	·	·	32%[activator]	·	1%
28	Cc1ccc(-c2cccc(CN3CCCC3C(=O)N3CCCC(C)C3)c2)cc1Cl (stereo not drawn)	32µM*	-6	·	·	·	?	·
29	O=C1CCc2cc(S(=O)(=O)NCc3ccccc3Cl)cc3c2N1CC3	·	9	·	·	?	·	-8%
30	O=C1CCCN1CCN1CCOc2c(O)cc(-c3csc4ccccc34)cc2C1	?	-6	4%	7%	27%	45µM*	-24%
31	Cn1ncc(N2CCOC(CCNc3ccc(C#N)cn3)C2)cc1=O (stereo not drawn)	-12%	-8	-8%	-2%	2%	-8%	1%
32	CN1CC(=O)N(C2CCC2)Cc2c(NCCCO)ncnc21	-9%[138 µM]	0	i	6%[172 µM]	?	-5%[172 µM]	4%[87.6 µM]
33	CC(C)CN1CC[C@H](c2nc3c(C(N)=O)cccc3[nH]2)C1	?	4	-55%[88.5 µM]	15%[230 µM]	29%[87.6 µM]	?	-7%[87.6 µM]
34	O=C1Nc2ccccc2CC12CCN(Cc1ccc(OC(F)(F)F)cc1)CC2	?	-6	i	-8%	6%	?	-2%
35	CC(C)n1cc(C(=O)N2CCCC(c3nnc(Cn4ccnc4)n3C)C2)cn1 (stereo not drawn)	i	11	i	1%	6%	-3%	6%
36	Cc1ccc(OCc2nc(C3CCN(C(=O)Cn4nc(C)cc4C)CC3)no2)cc1	-26%	-2	i	2%	-17%	-27%	-8%
37	O=C(C[C@@H]1CCNC[C@@H]1Cc1cc(CSc2ccccc2)on1)N1CCCCC1	?	-1	4%[88.5 µM]	2%[172 µM]	8%[87.6 µM]	?	-4%[87.6 µM]
38	COC1CN(c2ccc(C)cc2)C12CCN(C(=O)C(C)C)CC2 (stereo not drawn)	-20%	-3	-6%	-2%	20%	-19%	13%
39	Cc1cc2cc(C(=O)N3CC[C@@H]4[C@@H](CCC(=O)N4CCN)C3)ccc2o1	i	8	i	6%	-16%	i	-6%
40	CN1CCCN(S(=O)(=O)c2cn(C)cn2)c2ccccc21	-1%	-8	-5%	-2%	-4%	-1%	-16%
41	CC(C)C(=O)N1CCC2(CC1)CC(N(C(=O)c1ccccc1)C1CC1)CCO2 (stereo not drawn)	-5%	-17	i	-9%	-1%	-3%	8%
42	OC(COc1ccccc1-c1ccncc1)CN1CCOCC1 (stereo not drawn)	-4%	0	-24%	-3%	-19%	-6%	-11%
43	CN(Cc1ccc(F)cc1)Cc1ccnn1C	-20%[138 µM]	6	i	-10%[172 µM]	24%[87.6 µM]	-12%[172 µM]	10%[87.6 µM]
44	Cc1cccc(Cn2c(SCc3ccc(C(=O)NCc4ccccc4)cc3)nc3cccnc32)c1	·	-11	·	·	-23%	·	-18%
45	Cc1[nH]ccc1C(=O)N(CCN1CCCCC1)CC1CCCN(C2CCCC2)C1 (stereo not drawn)	-23%	6	i[11.5 µM]	-3%	-7%	-8%	-19%
46	Cc1oc(C)c2c(=O)cc(-c3ccc4c(c3)OCO4)cc(OC(=O)c3cccc(Cl)c3)c12	·	-23	·	·	3%	·	-3%
47	CCc1ccc(-n2c(=O)c3ccccc3n(CC(=O)NCCc3ccc(OC)c(OC)c3)c2=O)cc1	·	-2	·	·	28%	·	?
48	O=C(CCCc1ccccc1)N1CCC(c2noc(-c3ccccc3)n2)C1 (stereo not drawn)	?	-1	i	-15%	38%[activator]	?	3%
49	CC1(C(=O)O)CCN(Cc2ccccc2)CC1	i	-4	-8%[88.5 µM]	·	2%[87.6 µM]	i	3%[87.6 µM]
50	CCC(CC)n1c(=O)n(Cc2cc(C(C)C)no2)c2cc(C(=O)O)cnc21	79µM*	-4	0%	-4%	-19%	-23%	7%

An excerpt from above, showing only FLuc inh and SNCA expr inhib.
No. | compound | FLuc inh | SNCA expr inhib
7 | CN(C)C(=O)c1ccc(-c2cc(NC3CCCC3)nc3[nH]ccc23)o1 | ? | 15%
8 | CCc1cccc2c(C(CC(=O)NCCc3ccc(OC)c(OC)c3)c3ccccc3OC)c[nH]c12 (stereo not drawn) | -25% | ?

New compounds follow:
nr	Compound	NIH3T3 tox	IP6K1 inhibitor	GPT2 inhibitor	FLuc inh	SNCA expr inhib	HEK293 tox	SNCA viab count
51	Fc1cccc(-c2cnc([C@@H]3COCCN3C3CCCCC3)[nH]2)c1	-23%[138 µM]	1	5%[88.5 µM]	-3%[172 µM]	-7%[87.6 µM]	?	-2%[87.6 µM]
52	CCc1nnc([C@@H]2CC(F)(F)CN2C(=O)c2nccn2C)o1	1%	2	2%	-8%	-5%	-2%	-12%
53	CC1=C[C@@H](CNC(=O)c2cccnc2)[C@H](C(C)C)C[C@H]1CC(=O)N1CCCC1	-10%[138 µM]	7	-2%[88.5 µM]	63µM*	71%[activator][87.6 µM]	-15%[172 µM]	-16%[87.6 µM]
54	FC(F)(F)c1ccc(CN2CCCC3(CC(Cc4ccccc4)=NO3)C2)cc1 (stereo not drawn)	?	7	-2%	-4%	5%	?	5%

Screen by screen, quoted from above:
NIH3T3 tox, nos. 51–54, in order: -23%[138 µM], 1%, -10%[138 µM], ?

Assay outcomes as filed in PubChem.

An excerpt (hit frequency here may not be typical).
